EWS-Fli inh: EWS/Fli-driven NR0B1 reporter inhibitors, primary screen, A673 cells, NR0B1 luciferase, luminescence, MLPCN library; viability-normalised; inhibition, % at 12.6 µM; 0.67% of 350,000 active; AID 651661, 2012;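 active means mean inhibition of at least 50% after viability correction, with every replicate also passing that limit; inconclusive means mean reaches 50% but only one of two replicates passes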;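 further: firefly luciferase signal divided by Alamar Blue viability fluorescence both relative to DMSO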
S100A4 MyoIIA: inhibitors of S100A4-myosin IIA peptide binding, primary screen, biochemical, fluorescence polarization, TAMRA-MyoIIA peptide. Protein S100-A4 (Homo sapiens), P26447. inhibition, % at 10.7 µM. 0.14% of 360,000 active;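 active means mean inhibition of at least 70% across replicates, with every replicate also reaching that level; inconclusive means mean inhibition reaches 70% but some replicates fall short; inactive means mean inhibition below 70%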
Target sequence (P26447 whole entry, looked up): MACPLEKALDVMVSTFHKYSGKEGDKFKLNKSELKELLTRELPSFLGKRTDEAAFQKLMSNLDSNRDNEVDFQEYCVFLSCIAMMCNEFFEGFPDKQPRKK
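Material: human S100A4 monomer with TAMRA-labelled myosin IIA peptide; buffer or medium: HEPES pH 7.2 with CaCl2, KCl, NaCl, DTT, Triton; compound dosing: one concentration per compound; schedule: 5 min incubation before reading; benchmarks: neutral control DMSO, positive control TFP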
PGC1a acetyl inh: inhibitors of PGC1a acetylation signal, primary screen, cell-based, U2OS, AlphaScreen, inhibitor mode; AlphaScreen anti-acetyl-lysine; with virally co-expressed GCN5 acetyltransferase; 0.17% of 350,000 active; inhibition, % at 15.6 µM;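 active means every replicate shows inhibition of at least 40%; inconclusive means mean inhibition at least 40% but some replicate below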;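 further: 0% = neutral control wells and 100% = positive control wells; some results beyond the cut were filed as inactive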
LGR2 inh: inhibitors of bursicon-induced LGR2 CRE-luciferase signal, primary screen, cell-based, HEK293, CRE-luciferase reporter, bursicon stimulation; Drosophila bursicon receptor LGR2 (rickets); bursicon-stimulated, 4 h; inhibition, % at 9.99 µM; 0.35% of 380,000 active; AID 720647, 2013;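 active means drop in luminescence signal, shown as inhibition above about 50% in the replicate tests, limit read from the data, passing the limit was not always enough; inconclusive means probably only some replicates passing the limit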;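 further: agonist challenge used bursicon conditioned medium at about half maximal strength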
ERAP1 HTS inh: human ERAP1 aminopeptidase inhibitors, primary screen, biochemical, single point, plate reader. recombinant ERAP1, Leu-AMC fluorescence, 60 min. inhibition, % at 10.7 µM. 0.15% of 340,000 active. AID 652197, 2013. Endoplasmic reticulum aminopeptidase 1 (Homo sapiens), Q9NZ08;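 active means mean replicate inhibition of at least 30%, or all replicates individually reaching that 30% level; inactive means mean below 30% and not every replicate reaching it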;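 further: 0% = neutral control wells and 100% = L-leucinethiol positive control wells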
Target sequence (Q9NZ08 whole entry, looked up): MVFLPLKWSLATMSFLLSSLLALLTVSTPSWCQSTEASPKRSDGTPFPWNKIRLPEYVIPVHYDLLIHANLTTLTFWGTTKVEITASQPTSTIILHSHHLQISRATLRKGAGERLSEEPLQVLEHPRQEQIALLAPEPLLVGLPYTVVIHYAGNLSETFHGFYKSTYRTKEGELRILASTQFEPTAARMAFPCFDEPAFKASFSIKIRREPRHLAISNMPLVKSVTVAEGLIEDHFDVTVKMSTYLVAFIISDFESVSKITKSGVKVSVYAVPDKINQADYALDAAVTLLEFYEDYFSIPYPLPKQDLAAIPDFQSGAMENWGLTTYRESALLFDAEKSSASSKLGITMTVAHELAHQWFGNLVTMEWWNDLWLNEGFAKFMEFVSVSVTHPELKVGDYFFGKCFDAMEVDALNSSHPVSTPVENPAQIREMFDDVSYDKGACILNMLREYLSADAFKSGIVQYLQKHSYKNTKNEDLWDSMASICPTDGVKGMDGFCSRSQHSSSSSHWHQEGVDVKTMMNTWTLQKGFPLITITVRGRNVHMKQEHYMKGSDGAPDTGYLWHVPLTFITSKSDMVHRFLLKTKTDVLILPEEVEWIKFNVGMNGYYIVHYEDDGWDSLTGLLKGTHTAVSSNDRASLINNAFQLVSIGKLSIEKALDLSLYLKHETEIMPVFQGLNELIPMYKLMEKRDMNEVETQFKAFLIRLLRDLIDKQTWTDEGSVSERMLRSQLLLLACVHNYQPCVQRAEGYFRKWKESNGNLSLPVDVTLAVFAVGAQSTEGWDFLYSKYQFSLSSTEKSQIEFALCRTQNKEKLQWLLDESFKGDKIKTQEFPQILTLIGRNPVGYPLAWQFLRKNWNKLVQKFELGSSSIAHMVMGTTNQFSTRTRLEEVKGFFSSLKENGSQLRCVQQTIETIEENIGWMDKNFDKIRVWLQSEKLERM
PAX8 reporter: inhibitors of PAX8-driven TPO luciferase reporter, primary screen, RMG-I cells, single concentration | AID 652154, 2013 | inhibition, % at 12.6 µM | 1.2% of 360,000 active | SteadyGlo, 24 h;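 active means mean replicate inhibition at least 60% with every replicate also reaching 60%; inconclusive means only one of the two criteria is met; inactive means mean below 60% and not all replicates reaching 60%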;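 further: luciferase light reporting Pax8 driven TPO promoter activity; plate controls were median of neutral control wells for no effect and mitoxantrone controls for full effect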
PglD inh: C. jejuni PglD acetyltransferase inhibitors, primary screen, biochemical, DTNB colorimetric, single point; purified PglD enzyme, DTNB colorimetric CoA detection; inhibition, % at 12.5 µM; 0.098% of 360,000 active; AID 602405, 2012; in the data active means inhibition above about 16%, passing the limit was not always enough; inconclusive means no clear call, values can overlap the other calls; further: strong numbers were not always called active
FN deposition inh: inhibitors of fibronectin matrix deposition, primary screen, AH1F cells, Alexa488-fibronectin fluorescence, plate reader; AH1F fibroblasts, overnight; inhibition, % at 12.6 µM; 0.086% of 350,000 active;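 active means mean inhibition across replicates of 30% or more, regardless of how many single replicates reach that level; inconclusive means mean under 30% yet at least half of replicates reach 30%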;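 further: positive control wells lacked labelled fibronectin entirely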
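material = AH1F fibroblast monolayer depositing Alexa488-labelled fibronectin into matrix | amount = 10000 AH1F cells/well | buffer or medium = DMEM plus 2% serum, read in PBS | incubation = 1 h cell adhesion before compound, then overnight fibronectin incubation | detection = fluorescence at 485 nm excitation, 525 nm emission | evaluation = percent inhibition as loss of matrix-bound fibronectin fluorescence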
Active calls of the source: *; ? = inconclusive; . = not tested or not shown; & = joins results of further samples.

canonical_smiles	ERAP1 HTS inh	S100A4 MyoIIA	PglD inh	PGC1a acetyl inh	EWS-Fli inh	FN deposition inh	LGR2 inh	PAX8 reporter
COc1ccc(S(=O)(=O)N(C)C[C@@H]2OCc3ccccc3-c3c(n(C)c4ccccc34)C(=O)N([C@H](C)CO)C[C@H]2C)cc1	-1	12	6	-6	19	5	13	.
CCOc1ccc(N(C(C)C(=O)N2CCOCC2)S(C)(=O)=O)cc1 (centres undefined)	0	4	-1	12	-3	-8	6	-12
Cc1cccc(C(=O)c2ccccc2C(=O)O)c1	1	-7	-4	.	4	2	.	11
COc1ccccc1NS(=O)(=O)c1ccc(C)c(C(=O)N2CCCC2)c1	0	1	0	.	-5	-6	-12	-2
CC(C)N1CCC(N2CCN(Cc3cc(F)ccc3-n3cccn3)CC2CCO)CC1 (centres undefined)	0	-15	.	1	6	2	-9	-2
COc1ccc(C2CC2/C(=N/O)c2ccccc2)cc1 (centres undefined)	0	-6	.	.	-11	4	-14	-59
COc1ccccc1NC(=O)N(C)C[C@H]1OCc2cnnn2CCCC(=O)N([C@@H](C)CO)C[C@@H]1C	-1	3	2	-5	-4	10	4	2
COc1ccc2c3c(n(C)c2c1)[C@H](CO)N(C)CC31CN(C(=O)CN2CCOCC2)C1	2	9	.	10	-8	.	-11	.
O=C(NCCc1csc(-c2ccccc2)n1)c1ccc(Br)o1	-2	-4	-3	-25	-5	4	4	-1
Cc1ccc(CNC(=O)C2CCC(=O)N2Cc2ccc(F)cc2)cc1 (centres undefined)	-2	3	-2	4	0	-1	1	1
COC(=O)c1sc(NC(=O)c2c(C)noc2C)nc1C	3	-2	-1	0	-62	.	-5	-26
CC1CCN(C(=O)C2CCCN(S(=O)(=O)c3cccc4nsnc34)C2)CC1 (centres undefined)	3	-1	1	-16	.	6	-4	-8
Cc1ccc(C(=O)CCC(=O)Nc2cc(C)ccn2)cc1	0	0	3	4	-24	2	.	-10
COc1cc(OC)c2ccc(=O)oc2c1C(CCN1CCN(c2ccccc2)CC1)c1ccc2c(c1)OCO2 (centres undefined)	-3	-5	2	-7	7	18	2	22
O[C@H]1C[C@H](c2ccccc2)N(Cc2cccs2)C[C@@H]1n1cc(-c2ccc(F)cc2)nn1	-1	-7	5	-7	15	1	5	27
COC(=O)[C@@H]1C[C@H]2CC[C@H](O)C[C@H]2N1Cc1ccc(N2CCN(C)CC2)cc1	-1	-1	3	.	-8	2	2	-8
O=C(Cc1ccccc1F)NC1CCCN(Cc2ccc(Cl)cc2)C1 (centres undefined)	-7	-5	8	-4	12	-6	2	14
OC(CCc1ccncc1)c1ccccc1 (centres undefined)	0	-2	1	-5	-2	-6	1	13
Cc1ccc2oc(C(=O)Nc3ccc(S(=O)(=O)Nc4ncccn4)cc3)c(C)c2c1	-6	0	12	4	-8	-2	12	.
O=C(C[C@H]1CC[C@@H]2[C@H](COC[C@H](O)CN2CC2CCCCC2)O1)NCc1ccc(Cl)cc1	-1	3	-3	-8	1	-16	19	4
O=c1c2[nH]c3ccc(F)cc3c2nc2n1CCCS2	-4	-4	-3	-14	0	-4	-23	-13
C[C@@H]1CN([C@H](C)CO)S(=O)(=O)c2ccc(C#CCN(C)C)cc2O[C@H]1CN(C)C(=O)C1CC1	.	.	.	-8	-1	-4	3	.
CCOC(=O)Cc1cc(=O)n2[nH]cc(-c3ccc(Cl)cc3)c2n1	-3	-87	-3	0	9	1	-107	31
COCCNC(=O)c1cc2sccc2n1C	-1	13	.	.	-11	10	-8	-12
COC(C[C@@H]1O[C@H]1[C@H](O)COCc1ccccc1)OC	2	-1	3	4	-19	1	-30	-31

Compound profiles, from the list above. Screens in order: ERAP1 HTS inh | S100A4 MyoIIA | PglD inh | PGC1a acetyl inh | EWS-Fli inh | FN deposition inh | LGR2 inh | PAX8 reporter
COCCNC(=O)c1cc2sccc2n1C in the list: -1 | 13 | . | . | -11 | 10 | -8 | -12
CCOC(=O)Cc1cc(=O)n2[nH]cc(-c3ccc(Cl)cc3)c2n1 in the list: -3 | -87 | -3 | 0 | 9 | 1 | -107 | 31
COC(=O)[C@@H]1C[C@H]2CC[C@H](O)C[C@H]2N1Cc1ccc(N2CCN(C)CC2)cc1 in the list: -1 | -1 | 3 | . | -8 | 2 | 2 | -8

Other structures.
canonical_smiles	ERAP1 HTS inh	S100A4 MyoIIA	PglD inh	PGC1a acetyl inh	EWS-Fli inh	FN deposition inh	LGR2 inh	PAX8 reporter
COc1ccc2nc(NC(=O)c3ccco3)sc2c1	1	9	6	.	27	8	81*	-44
CCc1nn(CCCC(=O)NCc2ccccc2Br)c(=O)c2cc3occc3n12	1	5	11	-5	-5	0	-6	1
CCOc1ccc(NC(=O)CN(C)S(=O)(=O)c2cnc[nH]2)cc1	-1	2	.	-2	-5	1	14	-6
COc1ccc(-c2ccc(N(C)C)cc2)cc1[C@H]1[C@@H]2C=CCC[C@@]2(C)C(=O)N1Cc1ccccc1	-4	1	9	-11	13	-2	.	1
Cc1ccccc1OCC(=O)N1CCCCCCC1	0	2	-9	4	-3	-8	6	0
O=C(Nc1ccccc1)N1CC(=O)N2[C@@H](CO)[C@@H](c3ccc(C#CC4CCCCC4)cc3)[C@@H]2C1	-1	-2	.	-4	-4	-9	13	.
O=C1/C(=C/c2cccc(F)c2)Oc2cc(O)ccc21	1	-2	-1	.	-10	-1	-2	-17
COCCCNC(=S)N(CCCO)Cc1cc2cc3c(cc2[nH]c1=O)OCO3	2	2	-12	2	6	0	4	11
C[C@@H]1CN([C@H](C)CO)C(=O)c2cccc(NC(=O)c3nc4ccccc4s3)c2O[C@@H]1CN(C)Cc1ccc(Oc2ccccc2)cc1	-2	3	10	16	-2	.	10	-16
CC(=O)c1ccc(OCCCC(=O)Nc2cccc(S(=O)(=O)N3CCCCC3)c2)cc1	2	-8	1	-5	7	.	-15	7
CC(C)(C)n1nc2c(c1NC(=O)c1ccccc1F)CS(=O)C2 (centres undefined)	1	1	3	4	-3	3	5	1
O=C(CNS(=O)(=O)c1ccccc1)NNC(=O)C(Cl)Cl	12	-4	-1	-11	8	-1	19	22
CCCNC(=O)Nc1ccc2c(c1)OC[C@@H](C)N(C(=O)c1ccccc1F)C[C@H](C)[C@@H](OC)CN(C)C2=O	-5	6	-1	8	2	-9	2	3
O=C(C[C@@H]1CC[C@@H](NC(=O)C2CCOCC2)[C@H](CO)O1)NCc1ccncc1	1	-1	.	4	-5	.	-5	.
CC(Sc1n[nH]c(=O)n1Cc1ccccc1)C(=O)NCC1CCCO1 (centres undefined)	-7	3	0	.	-1	-2	-6	9
Cc1cc(C)n(CCNC(=O)C2CCC(=O)N(CC3CCCCC3)C2)n1 (centres undefined)	3	6	2	6	.	1	12	1
COc1ccc(NC(=O)N(C)C[C@@H]2OCCCC[C@@H](C)Oc3ccc(NC(=O)NC4CCCCC4)cc3C(=O)N([C@H](C)CO)C[C@@H]2C)cc1	-3&0	43&-3	0	6	1&5	-13&-1	2&-1	-11&13
COc1ccc(Cl)cc1NC(=O)CN1CCN(S(=O)(=O)N2CCOCC2)CC1	3	-18	-8	.	4	10	-2	-6
CC1(C)CC(=O)C=C(Nc2ccc(O)c(C(=O)O)c2)C1	0	5	1	.	-21	-4	3	2
CN1CCN(c2nnc(-c3ccccc3)c(-c3ccccc3)n2)CC1	7	1	0	10	-6	1	-3	4
CC(C)NC(=O)Nc1ccc2c(c1)C(=O)N([C@@H](C)CO)C[C@@H](C)[C@H](CN(C)C(=O)Nc1ccc(F)cc1)OCCCC[C@@H](C)O2	2	35	0	4	-8	-1	7	0
O=C(O)CCCNC(=O)/C=C/c1ccco1	-2	-10	.	-3	-16	7	.	27
COc1ccc(C(=O)O)cc1S(=O)(=O)Nc1ccccc1C(=O)NCc1ccc2c(c1)OCO2	-41	-1	-6	0	2	2	4	5
COc1ccccc1N1CCN(Cc2cc(=O)c(OCC(=O)NC3CCCC3)co2)CC1	-1	-3	.	.	5	0	-1	-8
COCC(C)NC(=O)CSc1nc2cc(S(=O)(=O)N3CCCCC3)ccc2o1 (centres undefined)	4	-5	-5	-8	1	26	-38	-1
CC(NCc1ccc([N+](=O)[O-])cc1)C1COc2ccccc2O1 (centres undefined)	1	-2	9	.	4	4	-2	-11
Cc1ccc(S(=O)(=O)N(C)C[C@@H]2Oc3ccc(NC(=O)Cc4cn(C)c5ccccc45)cc3CC(=O)N([C@@H](C)CO)C[C@H]2C)cc1	2	-7	-2	-24	-14	.	10	13
O=C(C1CCN(CC2CC=CCC2)CC1)N(CCc1ccccc1)Cc1ccccc1 (centres undefined)	-2	12	.	.	12	0	-6	-33
CC(C)N1CCN(Cc2nc(-c3ccccc3)cs2)CC1CCO (centres undefined)	.	.	-1	2	.	5	-3	-1
O=C(Nc1ccccc1Cl)c1cc(C2CCCCN2C(=O)CCCc2ccccc2)on1 (centres undefined)	-3	-4	-2	-16	-3	-1	6	-3
NC(=O)C1CCN(CC(=O)Nc2ccc(S(=O)(=O)N3CCOCC3)cc2)CC1	-6	-6	-5	.	5	0	7	-12
Nc1nnc(SCC(=O)NC2CCCCCC2)s1	1	55	1	8	1	-8	13	-5
C[C@H](O)C#Cc1ccc2c(c1)O[C@H](CN(C)Cc1cccnc1)[C@H](C)CN([C@H](C)CO)S2(=O)=O	2	4	2	1	14	-6	9	.
C[C@H]1CN([C@@H](C)CO)C(=O)c2cccc(NC(=O)C3CCOCC3)c2O[C@@H]1CN(C)S(=O)(=O)c1ccccc1	-1	-6	-7	11	2	.	24	-3
O=C(N/N=C/c1ccc(Br)o1)c1cccnc1	-5	11	.	.	12	4	.	12
Cc1nn(C(=O)c2cccs2)c(C)c1CN1C(=O)c2ccccc2C1=O	-1	-6	-5	-6	9	.	23	.
CN1CCC(C)(C(=O)Nc2cccc(Oc3ccccc3)c2)C1 (centres undefined)	0	-4	2	.	-2	-1	-5	16
Cc1ccc(S(=O)(=O)N[C@@H]2CC[C@@H](CCn3cc(C(C)C)nn3)O[C@@H]2CO)cc1	1	5	-2	2	1	.	10	-7
OC(CN1CCc2ccccc2C1)c1ccccc1 (centres undefined)	3	0	.	0	-10	6	-1	0
Cc1ccc(C2=NN(C(=O)CCCC(=O)O)C(c3ccco3)C2)cc1 (centres undefined)	1	3	.	.	-1	-7	-27	-6
CN1CCN(C(=O)C[C@H]2CC[C@H]3[C@@H](COC[C@H](O)CN3CC3CCCC3)O2)CC1	1	?	.	6	.	0	-11	-24

Bioassay records as filed in PubChem BioAssay.
